Screens deposited in PubChem by Dana-Farber Cancer Institute and Novartis Institutes for BioMedical Research (Cambridge, Mass).
USP10 block: inhibitors of human USP10 deubiquitinase | purified USP10, Ub-rhodamine fluorescence, 60 min | AID 1645856, 2021 | Ubiquitin carboxyl-terminal hydrolase 10 (Homo sapiens), Q14694 | 47,000 tested, 1.1% active | inhibition, % at 20 µM
OTUD3 block: inhibitors of human OTUD3 deubiquitinase | OTU domain-containing protein 3 (Homo sapiens), Q5T2D3 | purified OTUD3, Ub-rhodamine fluorescence, 2 h | inhibition, % at 25 µM | 47,000 tested, 0.7% active | AID 1645858, 2021
USP30 block: inhibitors of human USP30 deubiquitinase. AID 1645860, 2021. inhibition, % at 25 µM. purified USP30, Ub-rhodamine cleavage fluorescence. Ubiquitin carboxyl-terminal hydrolase 30 (Homo sapiens), Q70CQ3. 47,000 tested, 5.3% active
USP28 inh: inhibitors of human USP28 deubiquitinase; Ubiquitin carboxyl-terminal hydrolase 28 (Homo sapiens), Q96RU2; purified USP28, Ub-rhodamine cleavage fluorescence, 30 min; inhibition, % at 25 µM; 47,000 tested, 3% active
USP17 block: inhibitors of human USP17 deubiquitinase. 47,000 tested, 6.5% active. AID 1645855, 2021. purified USP17, Ub-rhodamine cleavage fluorescence, 3 h. inhibition, % at 50 µM
UCHL1 inh: inhibitors of human UCHL1 deubiquitinase; Ubiquitin carboxyl-terminal hydrolase isozyme L1 (Homo sapiens), P09936; purified UCHL1, Ub-rhodamine cleavage fluorescence; inhibition, % at 20 µM; 47,000 tested, 0.2% active; AID 1645859, 2021
USP8 block: inhibitors of human USP8 deubiquitinase | 47,000 tested, 4.2% active | inhibition, % at 20 µM | Ubiquitin carboxyl-terminal hydrolase 8 (Homo sapiens), P40818 | AID 1645853, 2021 | purified USP8, Ub-rhodamine cleavage fluorescence, 30 min
USP7 block: inhibitors of human USP7 deubiquitinase | Ubiquitin carboxyl-terminal hydrolase 7 (Homo sapiens), Q93009 | purified USP7, Ub-rhodamine cleavage fluorescence | inhibition, % at 20 µM | 47,000 tested, 0.3% active | AID 1645854, 2021
Target sequence (Q93009 whole entry, looked up): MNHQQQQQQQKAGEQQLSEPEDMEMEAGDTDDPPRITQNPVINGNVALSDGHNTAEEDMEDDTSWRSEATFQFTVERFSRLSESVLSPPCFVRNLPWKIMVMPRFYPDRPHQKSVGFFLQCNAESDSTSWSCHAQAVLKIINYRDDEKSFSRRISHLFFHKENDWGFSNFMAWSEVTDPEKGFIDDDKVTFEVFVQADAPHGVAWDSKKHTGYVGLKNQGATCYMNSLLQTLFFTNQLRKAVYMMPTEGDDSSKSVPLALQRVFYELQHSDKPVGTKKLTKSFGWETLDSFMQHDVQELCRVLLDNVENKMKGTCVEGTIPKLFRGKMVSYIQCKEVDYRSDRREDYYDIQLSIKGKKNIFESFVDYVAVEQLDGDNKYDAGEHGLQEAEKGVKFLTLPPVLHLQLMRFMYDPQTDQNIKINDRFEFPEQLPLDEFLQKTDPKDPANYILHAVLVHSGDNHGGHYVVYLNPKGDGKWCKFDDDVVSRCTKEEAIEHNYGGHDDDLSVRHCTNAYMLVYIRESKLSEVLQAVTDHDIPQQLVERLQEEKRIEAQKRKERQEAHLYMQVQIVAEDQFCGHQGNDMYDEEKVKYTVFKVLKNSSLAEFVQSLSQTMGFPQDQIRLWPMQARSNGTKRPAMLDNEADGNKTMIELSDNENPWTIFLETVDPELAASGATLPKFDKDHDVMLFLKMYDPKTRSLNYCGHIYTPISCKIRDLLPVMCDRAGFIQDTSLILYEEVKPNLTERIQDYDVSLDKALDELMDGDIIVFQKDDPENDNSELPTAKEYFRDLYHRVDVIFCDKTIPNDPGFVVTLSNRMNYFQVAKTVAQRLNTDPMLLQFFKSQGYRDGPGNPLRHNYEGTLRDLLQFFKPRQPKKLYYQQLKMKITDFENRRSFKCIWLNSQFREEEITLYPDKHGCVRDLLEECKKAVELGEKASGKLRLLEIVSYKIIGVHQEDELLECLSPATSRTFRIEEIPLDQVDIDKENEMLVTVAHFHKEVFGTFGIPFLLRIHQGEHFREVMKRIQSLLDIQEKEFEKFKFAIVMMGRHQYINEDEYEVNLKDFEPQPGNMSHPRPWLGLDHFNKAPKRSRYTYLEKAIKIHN
* = called active by the depositor; / = not tested or not shown. No stated cut-off is given here; in the data, active means inhibition above about 30%; inactive means the rest.

SMILES	USP10 block	OTUD3 block	USP30 block	USP28 inh	USP17 block	UCHL1 inh	USP8 block	USP7 block
Cn1ncc2c1CCCN(C(=O)c1cc(F)cc(F)c1)C2	-0.6	16.9	25.0	14.8	14.0	2.2	-1.1	6.4
O=C(N[C@@H]1C[C@H]2Oc3ccccc3N[C@H]2[C@@H]1O)c1ccccc1F	0.7	-1.7	7.3	-10.3	4.1	0.6	-11.3	1.5
CN1CCN(c2ncc(NC(=O)c3ccccc3F)cn2)CC1	-3.9	-8.2	-48.2	-6.7	-25.3	-3.0	-11.8	0.1
CC(C)CN(C(=O)c1ccncc1)c1nc2ccccc2s1	-0.3	5.2	22.4	12.4	4.9	2.9	4.5	-7.3
O=C(O)c1c2c(nc3ccccc13)/C(=C/c1c(F)cccc1F)CCC2	-8.9	-49.6	-234.4	-49.8	-47.3	-6.3	-9.8	-11.0
O=C(NCCc1ccccc1)C1CC(=O)N(c2ccc(OCC(=O)N3CCOCC3)cc2)C1 (stereo unspecified)	1.3	-0.5	-3.4	-2.5	-0.4	-5.2	4.0	0.7
CCOc1ccc(S(=O)(=O)N2CCCC2c2ccco2)cc1 (stereo unspecified)	-1.2	-0.7	-16.6	-9.0	-1.0	-2.2	-24.7	17.2
O=C(Nc1ccccc1Br)c1cc2ccccn2n1	0.6	-5.6	-17.1	0.4	25.8	0.3	-4.5	-6.1
O=C(Nc1ccc2c(c1)CCC2)N1CC2CN(S(=O)(=O)c3ccccc3)CC(C1)O2	0.3	-3.0	-7.6	-9.9	-8.7	0.7	-1.2	-2.8
CC(=O)O[C@H]1C=CC(=O)O[C@H]1[C@@H]1O[C@H]1C	4.4	-2.8	-0.7	-4.4	3.2	2.8	5.7	5.1
O=C1CC(/C=C/c2ccccc2)Cc2nc(N3CCN(c4ccccn4)CC3)ncc21 (stereo unspecified)	2.0	9.4	15.9	0.8	8.2	0.7	10.5	-10.2
O=C(CCSCc1cccc(F)c1)NCc1ccc(F)cc1	-2.4	13.3	25.6	17.1	7.3	-1.3	15.0	-46.8
COCCCNC(=O)[C@H](Cc1ccccc1)NC(=O)[C@@H]1Cc2c([nH]c3ccccc23)C2c3ccccc3C(=O)N21 (stereo partly specified)	1.3	11.3	-15.8	5.7	8.8	3.3	14.4	-10.2
Cc1ccc(Cn2nccc2NC(=O)c2snnc2C)cc1	1.5	4.3	12.1	1.6	-2.7	1.6	-27.4	-10.4
O=C(CC12CC3CC(CC(C3)C1)C2)NC(c1ccccc1)c1ccccc1	8.8	17.4	26.4	14.5	13.5	2.9	14.7	7.0
Cc1ccc(COc2cc(C(=O)NC(C)C)c3ccccc3n2)cc1	4.7	8.3	34.8*	12.1	10.1	2.3	-4.1	4.1
COc1ccc(CNc2ncc(C(=O)NCc3ccco3)c(C)n2)cc1	-7.5	-31.8	-175.3	-39.1	-39.5	-19.6	-25.9	-21.1
CN1C(=O)c2cccnc2Sc2cc(NC(=O)CCc3ccccc3)ccc21	-5.0	-10.1	-50.1	7.1	-8.5	-9.5	-16.5	-8.9
COc1ccc(OC)c(CNC(=O)c2cc(S(=O)(=O)N3CCCC3)ccc2Cl)c1	0.2	-7.7	-44.4	-8.4	-7.6	-1.2	-11.8	-3.5
CC1=C(C(=O)Nc2ccccc2C)C(c2ccccc2OCc2ccc(F)cc2)n2ncnc2N1 (stereo unspecified)	-2.7	-13.6	-26.5	-11.5	-42.0	0.2	-203.4	-30.6
COc1cc(N2CCCC3(CCC(=O)N3CC3CC3)CC2)ncn1 (stereo unspecified)	-5.6	-6.6	-29.9	-11.1	-20.0	-3.1	-84.4	-2.0
COc1cnc(CSc2ccccc2)cc1OCC(=O)Nc1ccc(F)cc1F	11.9	6.6	35.6*	10.9	34.1*	3.1	-2.8	2.8
O=C(Cn1c(=O)[nH]c2ccccc2c1=O)NCC1CCC(C(=O)N[C@H](C(=O)O)c2ccccc2)CC1 (stereo partly specified)	3.4	-1.3	3.1	-2.6	-20.0	-1.9	-144.1	1.1
CC1(O)Cc2oc3cc(O)c(O)c(C(=O)O)c3c(=O)c2CO1 (stereo unspecified)	2.8	16.8	-51.9	6.7	-20.7	4.3	0.6	15.4
O=C(NCc1ccncc1)C1CCN(C(=O)c2ccc(Cl)cc2)CC1	0.6	-0.1	10.2	-14.7	-4.2	-1.1	-59.0	-0.2
CSc1ncccc1C(=O)OCc1ccc(Cl)c(Cl)c1	10.3	1.5	24.6	43.5*	45.4*	0.9	12.9	8.4
COc1ccc(C2C3CCCCC3(O)CCN2C(=O)c2cccs2)cc1 (stereo unspecified)	-4.7	0.0	-6.9	6.9	-10.8	5.4	-46.4	-1.4
C[C@@H]1CCC2[C@](C)(COC=O)[C@@H](OC=O)CC[C@]2(C)[C@@]12CCC(CCOC=O)(COC=O)O2 (stereo partly specified)	2.6	8.6	25.7	12.1	14.8	1.5	8.2	5.4
Cc1ccccc1Nc1nc(N)nc(CN(C)Cc2ccccc2Cl)n1	-2.5	-0.2	-14.1	2.1	-1.1	0.9	-3.3	-2.3
CC1(C(=O)NCc2ccccc2)CCC(=O)N1Cc1cccc(F)c1 (stereo unspecified)	-0.3	-3.3	-2.0	-6.4	-13.7	-0.9	-19.3	-4.2
Cc1cc(C)cc(NS(=O)(=O)c2cc3[nH]c4c(c3cc2C)C(=O)CC(C)(C)C4)c1	7.2	-8.0	-22.7	-13.1	9.7	3.4	3.8	3.1
O=C(Nc1cccc(Cl)c1)C1C2C=CC3(O2)C1C(=O)N(CCCN1CCCCC1)C3C(=O)NC1CCCCC1 (stereo unspecified)	-3.8	-14.0	-9.3	-13.8	-20.0	-4.6	-7.8	/
CCOc1ccc(NC(=O)Cn2c(=O)n(CC(=O)NCc3ccc(C)cc3)c(=O)c3sccc32)cc1	18.1	20.3	69.8*	14.8	/	5.1	29.9	13.5
Cc1noc(C)c1S(=O)(=O)N1CCc2nc(-c3ccccc3)ncc2C1	-5.9	-4.9	-47.4	-4.6	-22.1	-1.1	-42.5	1.2
Cc1nn(C)c(C)c1CCNC(=O)Nc1ccccc1Cl	7.0	-6.8	0.0	2.2	-8.5	-2.0	1.5	0.0
CCc1nc2n(n1)C(CC(=O)Nc1cccc3ccccc13)C(=O)N2 (stereo unspecified)	0.0	3.1	9.3	5.1	1.3	-3.5	1.8	0.0
O=S(=O)(c1cc(-c2noc(C3CC3)n2)cs1)N1CCc2ccccc21	7.1	7.0	0.1	1.6	10.2	-0.6	12.4	7.5
COc1ccccc1NC(=O)CSC1=NC2(CCCCC2)Nc2ccccc21	0.1	-16.8	-69.3	-9.0	53.8*	6.3	84.2*	0.8
O=S(=O)(c1cccc2cccnc12)N1CCN(c2ccc(F)cc2)CC1	4.7	15.9	30.4*	8.3	13.0	5.4	55.9*	7.7
COc1ccccc1CNC(=O)[C@H](C)NC(=O)[C@@H]1Cc2c([nH]c3ccccc23)C2c3ccccc3C(=O)N21 (stereo partly specified)	-5.7	-1.0	-38.3	-2.1	-8.1	3.7	-17.2	-5.0

Two consecutive records from above, for reference:
SMILES	USP10 block	OTUD3 block	USP30 block	USP28 inh	USP17 block	UCHL1 inh	USP8 block	USP7 block
COc1cc(N2CCCC3(CCC(=O)N3CC3CC3)CC2)ncn1 (stereo unspecified)	-5.6	-6.6	-29.9	-11.1	-20.0	-3.1	-84.4	-2.0
COc1cnc(CSc2ccccc2)cc1OCC(=O)Nc1ccc(F)cc1F	11.9	6.6	35.6*	10.9	34.1*	3.1	-2.8	2.8

Continued:
SMILES	USP10 block	OTUD3 block	USP30 block	USP28 inh	USP17 block	UCHL1 inh	USP8 block	USP7 block
Cc1nc(-c2cccnc2)sc1C(=O)N1CCC[C@]2(C)NC(=O)CCC[C@H]12	-2.9	9.0	11.5	10.3	12.3	2.7	19.6	1.4
O=C(CCc1nc2ccccc2[nH]1)Nc1ccc2c(c1)OCCO2	4.5	-7.5	/	/	27.4	-1.6	0.4	1.9
CCN1CCN(c2cc(C)c3cc(NC(=O)c4ccco4)ccc3n2)CC1	-2.9	-3.2	-14.4	3.8	13.3	4.3	47.5*	1.8
Cc1ccc(CN2CCCC(c3nc(-c4cccnc4)n[nH]3)C2)s1 (stereo unspecified)	-1.3	12.9	16.8	21.8	7.1	1.7	-2.5	2.5
Cn1c2ccccc2c2ncn(Cc3cccnc3)c(=O)c21	-12.0	-8.5	-18.6	0.8	-2.9	-3.7	-0.9	-4.0
COc1ccc(-n2nnnc2CNC(=O)Nc2cccc(C)c2)cc1	0.5	0.0	0.3	8.8	-2.6	2.8	3.3	4.1
O=C(NCc1ccc2c(c1)OCO2)c1[nH]nc2c1CCc1ccccc1-2	6.0	7.0	56.9*	24.2	60.0*	1.5	41.0*	0.0
COc1ccc(C)cc1NC(=O)c1cc(-c2ccc(Cl)cc2)nc2ccccc12	-2.6	-8.3	-13.3	-9.9	-3.1	-3.3	-7.1	4.4
CC(=O)c1cccc(S(=O)(=O)NCc2cnn3ccccc23)c1	0.5	-5.6	-1.0	3.4	2.2	2.2	-39.4	1.9
COc1ccc(-c2csc(N)n2)c2ccccc12	-3.3	-20.0	-88.9	-11.4	24.0	-1.8	83.1*	-11.0
Cc1cc(C2CN(C(=O)c3noc4c3CCCC4)CCO2)nc(C)n1 (stereo unspecified)	1.9	13.7	9.9	4.6	-7.4	1.3	-5.0	1.3
Cc1cccn2cc(CNC(=O)c3c(F)cccc3Cl)nc12	-0.6	-1.3	-0.1	-4.0	-2.5	-2.5	-4.0	0.3
Cc1cccc(Nc2cccc(C3CN(C(=O)c4cn(C)nc4C)CCO3)n2)n1 (stereo unspecified)	0.2	-6.4	-204.4	-6.7	-4.7	-4.8	2.2	-0.5
O=C(C1CN(C(=O)c2cnc3ccccc3n2)c2ccccc2O1)N1CCOCC1 (stereo unspecified)	-0.1	0.9	1.3	6.7	26.2	4.0	69.8*	-0.1
CC(=O)NC(Cc1ccc(F)cc1)C(=O)NC1CCN(C(=O)C2CC2)CC1 (stereo unspecified)	1.2	8.7	20.5	-1.5	4.6	-2.2	20.0	-0.7
Cc1nc(C2CCCCN2Cc2ccccn2)nc2c1CCC(=O)N2Cc1ccccn1 (stereo unspecified)	-9.2	5.3	-30.8	1.3	-13.1	-11.5	-54.2	-4.4
O=C(CN(C(=O)c1ccccc1)C1CCCCC1)Nc1nc(-c2ccccc2)cs1	12.9	9.6	-97.9	29.3	11.1	7.6	26.2	9.8
O=c1ccc(S(=O)(=O)N2CCOCC2)cn1Cc1ccccc1	-0.4	16.3	16.4	14.3	19.0	1.0	19.7	1.0
COc1ccc(NC(=O)COC(=O)c2ccccc2OCc2ccc(F)cc2)cc1	4.3	12.1	17.8	-0.3	27.8	-2.8	2.3	1.2
CC(Oc1ccc(F)cc1)C(=O)Nc1ccc2c(c1)NC(=O)CO2 (stereo unspecified)	2.0	12.1	-5.2	13.8	-0.3	2.3	-28.1	2.0
O=C(NCc1ccccc1)N1CCc2nc(C(=O)N3CCOCC3)sc2CC1	-1.4	5.5	5.2	1.9	2.4	2.5	8.0	3.4
CC(=O)N[C@@H]1CC[C@H](O)[C@@H](N2CCN(c3ccccc3)CC2)[C@@H]1O	-0.1	-4.5	3.4	-6.6	-2.8	0.4	-8.7	0.4

USP17 block, entries above that show a hit.
SMILES	USP10 block	OTUD3 block	USP30 block	USP28 inh	USP17 block	UCHL1 inh	USP8 block	USP7 block
COc1cnc(CSc2ccccc2)cc1OCC(=O)Nc1ccc(F)cc1F	11.9	6.6	35.6*	10.9	34.1*	3.1	-2.8	2.8
CSc1ncccc1C(=O)OCc1ccc(Cl)c(Cl)c1	10.3	1.5	24.6	43.5*	45.4*	0.9	12.9	8.4
COc1ccccc1NC(=O)CSC1=NC2(CCCCC2)Nc2ccccc21	0.1	-16.8	-69.3	-9.0	53.8*	6.3	84.2*	0.8
O=C(NCc1ccc2c(c1)OCO2)c1[nH]nc2c1CCc1ccccc1-2	6.0	7.0	56.9*	24.2	60.0*	1.5	41.0*	0.0

Single records (already shown). Order of values: USP10 block	OTUD3 block	USP30 block	USP28 inh	USP17 block	UCHL1 inh	USP8 block	USP7 block
Record of CC(=O)N[C@@H]1CC[C@H](O)[C@@H](N2CCN(c3ccccc3)CC2)[C@@H]1O → -0.1	-4.5	3.4	-6.6	-2.8	0.4	-8.7	0.4
Record of COc1ccc(-n2nnnc2CNC(=O)Nc2cccc(C)c2)cc1 → 0.5	0.0	0.3	8.8	-2.6	2.8	3.3	4.1
Record of COc1ccc(NC(=O)COC(=O)c2ccccc2OCc2ccc(F)cc2)cc1 → 4.3	12.1	17.8	-0.3	27.8	-2.8	2.3	1.2
